Mdm2-MdmX inh: inhibitors of human Mdm2/MdmX interaction; actives 3% (n = 330,000); inhibition, % at 8 µM; SaOS-2 split-luciferase Mdm2/MdmX complementation, luminescence; AID 485346; O15151+Q00987;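 active means inhibition of at least 50% at 8 µM in the primary screen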
XBP1 UPR activ: adaptive UPR (XBP1) activation; activation, % at 20 µM; AID 463104; actives 0.33% (n = 330,000); CHO-XBP1 luciferase reporter, IRE1-XBP1 UPR activation, luminescence; percent of tunicamycin response, DMSO as zero;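 active means versus positive control, 20 µM dose yields 30% or more activation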;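 further: 100% = tunicamycin at 10 µg/mL and 0% = DMSO only wells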
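Material: CHO cell line with stable XBP1 luciferase reporter; buffer or medium: F12 medium containing 10% fetal bovine serum; compound: single point, 20 µM final compound, 1% DMSO; incubation: 6 h treatment, 37 °C; measured by: glow luminescence from Steady-Glo reagent; evaluation: activation, % of tunicamycin; control set: tunicamycin high, DMSO low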
EBI2 antag: EBI2 (human) antagonism. P32249. EBI2 beta-arrestin recruitment, luminescence, 7a,25-OHC stimulated. inhibition, % at 5 µM. actives 0.81% (n = 360,000); in the data active means inhibition above about 38%;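 further: enzyme fragment complementation signal reports receptor beta-arrestin coupling in cells; 0% = agonist plus DMSO wells and 100% = wells without agonist; some results beyond the cut were filed as inactive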
Target sequence (P32249 whole entry, looked up, the tested form may be a part): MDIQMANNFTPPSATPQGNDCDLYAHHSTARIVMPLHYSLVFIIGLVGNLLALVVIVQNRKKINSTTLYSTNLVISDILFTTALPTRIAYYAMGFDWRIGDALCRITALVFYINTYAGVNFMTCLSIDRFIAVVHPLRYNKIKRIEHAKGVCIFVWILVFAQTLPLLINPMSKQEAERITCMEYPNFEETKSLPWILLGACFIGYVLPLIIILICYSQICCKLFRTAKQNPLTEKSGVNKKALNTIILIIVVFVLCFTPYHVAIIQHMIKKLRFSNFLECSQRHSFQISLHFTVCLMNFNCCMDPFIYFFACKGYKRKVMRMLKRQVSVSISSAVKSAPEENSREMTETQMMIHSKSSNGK
Gli-Sufu antag: Gli-Sufu pathway antagonism; AID 588413; actives 0.74% (n = 340,000); Sufu-KO-LIGHT fibroblasts, Gli luciferase reporter luminescence; inhibition, % at 5 µM;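 active means inhibition above about 55%, limit read from the data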;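 further: 0% = DMSO-treated cells and 100% = wells with medium but no cells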
CXCR6 inh: inhibitors of human CXCR6 receptor; CHO-K1 PathHunter CXCR6 beta-arrestin, luminescence; inhibition, % at 20 µM; actives 0.36% (n = 360,000); in the data active means inhibition above about 34%, passing the limit was not always enough;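 further: antagonist mode with CXCL16 agonist at 10 nM final; 0% = 10 nM CXCL16 with DMSO and 100% = unstimulated wells without agonist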
Target sequence (O00574 whole entry, looked up): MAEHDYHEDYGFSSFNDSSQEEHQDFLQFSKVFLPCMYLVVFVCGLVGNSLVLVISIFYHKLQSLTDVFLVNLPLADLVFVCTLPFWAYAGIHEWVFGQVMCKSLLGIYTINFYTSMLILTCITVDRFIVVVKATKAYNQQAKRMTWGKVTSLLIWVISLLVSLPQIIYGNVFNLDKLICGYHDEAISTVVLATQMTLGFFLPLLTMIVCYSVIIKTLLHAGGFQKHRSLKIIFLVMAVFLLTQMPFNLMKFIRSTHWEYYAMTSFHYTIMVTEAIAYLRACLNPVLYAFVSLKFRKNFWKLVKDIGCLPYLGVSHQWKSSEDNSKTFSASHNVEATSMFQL
Jurkat NFkB inh: inhibitors of the PMA/ionomycin-induced NF-kB reporter in Jurkat cells. actives 0.53% (n = 330,000). inhibition, % at 4 µM. PMA/ionomycin-induced NF-kB luciferase reporter, luminescence. AID 435003; in the data active means inhibition above about 50%
697 NFkB inh: lowers PMA/ionomycin-induced NF-kB signal in 697 B cells; inhibition, % at 4 µM; AID 435022; actives 0.33% (n = 330,000); 697 B-cell NF-kB luciferase reporter, 16 h; in the data active means inhibition above about 35%
CCR6 antag: blocks CCL20-driven beta-arrestin recruitment at human CCR6; P51684; CHO-K1 CCR6 PathHunter beta-arrestin, luminescence, CCL20-stimulated; inhibition, % at 20 µM; actives 0.49% (n = 340,000); AID 493098;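 active means compounds whose inhibition of the agonist-driven luminescence signal at 20 µM reaches about 50%, limit read from the data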;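 further: cells stimulated with CCL20 at 14 nM final; plate controls were DMSO with CCL20 for no effect and DMSO without agonist for full effect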
Target sequence (P51684 whole entry, looked up): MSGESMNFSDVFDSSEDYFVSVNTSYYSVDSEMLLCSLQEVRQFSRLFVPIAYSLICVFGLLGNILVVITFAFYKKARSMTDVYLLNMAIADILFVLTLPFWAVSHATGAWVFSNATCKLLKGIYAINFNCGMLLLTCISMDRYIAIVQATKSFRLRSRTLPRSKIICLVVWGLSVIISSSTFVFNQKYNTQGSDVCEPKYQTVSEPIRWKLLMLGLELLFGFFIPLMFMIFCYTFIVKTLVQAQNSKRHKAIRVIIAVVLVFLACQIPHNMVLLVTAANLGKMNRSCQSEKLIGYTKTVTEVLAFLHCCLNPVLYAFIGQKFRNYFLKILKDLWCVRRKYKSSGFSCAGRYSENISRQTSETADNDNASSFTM
CHOP UPR activ: apoptotic UPR (CHOP) activation | CHO-CHOP luciferase reporter, luminescence; percent of tunicamycin response over DMSO baseline | activation, % at 10 µM | actives 0.34% (n = 330,000);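 active means at 10 µM dose, activation of 40% or more, normalized to positive control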;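 further: 100% = tunicamycin at 10 µg/mL and 0% = DMSO alone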
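System: CHO-CHOP luciferase reporter cell line; amount: 500 cells/well; buffer or medium: F12 medium containing 10% fetal bovine serum; incubation: 6 h compound exposure at 37 °C after overnight seeding; measured by: luciferase luminescence after 10 min with Steady-Glo reagent; evaluation: % reporter activation, DMSO baseline versus tunicamycin full activation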
Starred values were filed as active, the others as inactive; . = not tested or not shown.

SMILES | Mdm2-MdmX inh | XBP1 UPR activ | EBI2 antag | Gli-Sufu antag | CXCR6 inh | Jurkat NFkB inh | 697 NFkB inh | CCR6 antag | CHOP UPR activ
COCCn1c(SCC(=O)Nc2nnc(C)s2)nnc1-c1ccoc1C | 4.6 | -9.8 | -3.6 | -3.4 | 2.3 | 2.6 | 9.7 | 6.1 | 2.1
CCN(CC)C(=O)CC1(c2ccccc2OC)CCOC(C(C)C)C1 (stereo unspecified) | 12.6 | 0.7 | -3.1 | -0.7 | 6.3 | 3.5 | 3.7 | 7.6 | -0.1
CN(CC(=O)OCC(=O)NCc1ccccc1)S(=O)(=O)c1ccc(Cl)cc1 | 22.9 | -0.5 | -13.8 | 1.8 | 6.4 | 25.3 | 10.3 | -18.2 | 3.6
CCOC(=O)Cn1cnc2sc(C(=O)OC)c(C)c2c1=O | -14.7 | 2.1 | -2.4 | -9.0 | -6.9 | -6.7 | 4.5 | -15.2 | 0.0
COc1ccc(C(=O)Nc2cccc3c2CCCC3)cc1 | 51.1* | -3.9 | -9.4 | 40.8 | 6.0 | 45.8 | -34.1 | 7.6 | 2.7
CC(C)c1ccc2c(c1)c(SC(C)(C)C)c(CC(C)(C)C(=O)O)n2Cc1ccc(Cl)cc1 | 6.6 | 6.5 | 8.0 | -0.1 | 6.6 | -14.6 | -2.0 | 9.2 | 4.5
COc1cccc(OCC(=O)NNC(=O)C(=O)Nc2ccc(OC)cc2OC)c1 | 4.7 | -1.8 | 3.8 | -7.8 | -0.4 | 0.9 | 17.3 | 8.6 | -0.2
CCC(CO)Oc1cc(NCc2cccc(C)c2)c2ncn(C(C)C)c2c1 (stereo unspecified) | 0.7 | 1.2 | -13.3 | -7.3 | -1.7 | 1.7 | -6.3 | 5.5 | 1.8
CC1CCN(C(=O)CSc2nnc(-c3ccccc3F)o2)CC1 | 0.5 | 2.3 | 9.3 | -2.9 | -2.7 | -5.5 | -17.8 | 15.6 | 2.6
CC(=O)n1c(C=Nc2ccccc2)c(O)c2ccccc21 | -16.3 | 1.5 | 2.8 | 7.3 | 6.6 | -19.9 | -21.1 | 8.1 | 0.7
COc1ccc2nc(C)cc(SCC(=O)Nc3c(C)cccc3C)c2c1 | . | . | -17.0 | 18.3 | 2.6 | . | . | 5.9 | .
O=C(c1ccc2c(=O)n(CC3CCCO3)c(=S)[nH]c2c1)N1CCN(c2ccccc2)CC1 (stereo unspecified) | -46.3 | 0.7 | 1.1 | -5.7 | 0.3 | 0.8 | -34.1 | 10.5 | 1.0

An excerpt from above with just 697 NFkB inh and XBP1 UPR activ:
Compound | 697 NFkB inh | XBP1 UPR activ
COCCn1c(SCC(=O)Nc2nnc(C)s2)nnc1-c1ccoc1C | 9.7 | -9.8
CCN(CC)C(=O)CC1(c2ccccc2OC)CCOC(C(C)C)C1 (stereo unspecified) | 3.7 | 0.7

Additional entries
SMILES | Mdm2-MdmX inh | XBP1 UPR activ | EBI2 antag | Gli-Sufu antag | CXCR6 inh | Jurkat NFkB inh | 697 NFkB inh | CCR6 antag | CHOP UPR activ
COc1ccc(C2c3[nH]c4ccccc4c3CCN2CCCn2cccn2)c(C)c1C (stereo unspecified) | 20.7 | 0.7 | 26.7 | 25.4 | 3.1 | 12.8 | 17.4 | 22.1 | 0.2
CSc1cccc(NC(=O)c2cc(S(=O)(=O)N3CCCC3)cn2C)c1 | 31.4 | 0.3 | 5.6 | 6.0 | 0.3 | -1.5 | 9.9 | 11.8 | 0.8
CCSC1=N/C(=C\c2ccc3c(c2)OCO3)C(=O)S1 | 16.4 | 0.6 | 0.9 | -10.6 | 0.0 | -2.3 | -17.3 | 26.1 | 2.1
Cc1ccccc1C(=O)Nc1cccc(C(=O)Nc2ccccc2C(=O)O)c1 | 20.4 | -2.7 | 13.3 | -3.2 | -0.8 | -10.3 | 9.6 | 5.0 | 1.1
COc1cc(/C=C2\N=C(C)OC2=O)cc(OC)c1OC | 12.4 | -3.7 | -7.3 | -5.0 | 11.8 | -7.9 | 8.6 | 16.6 | 1.9
COc1ccc(S(=O)(=O)N2CCN(C(=O)CNC(=O)c3ccc4c(c3)OCO4)CC2)cc1 | 0.5 | 2.2 | -9.8 | -9.8 | 2.4 | 3.7 | 10.9 | -3.5 | 0.2
CCCc1nc2c(C)cc(-c3nc4ccccc4n3C)cc2n1Cc1ccc(-c2ccccc2C(=O)O)cc1 | 17.4 | -1.3 | . | -15.0 | . | 7.1 | 44.7* | 7.4 | 2.2
CCOC(=O)C1(CC)NC(c2ccco2)C2C(=O)N(CC)C(=O)C21 (stereo unspecified) | -3.1 | 4.1 | -14.1 | 8.0 | -1.0 | -3.3 | 13.3 | -5.2 | 1.7
CN1CCN(c2ccc(CNC(=O)c3ccco3)cc2)CC1 | -27.6 | -1.1 | -6.6 | -4.3 | 9.2 | -9.0 | -14.5 | 10.5 | -0.3
CC(C)CC(NC(=O)C1CCC(=O)N1)C(=O)NC(CC(C)C)C(=O)N1CCCC1C(N)=O (stereo unspecified) | 7.7 | -5.2 | -6.7 | 0.5 | -2.5 | -13.9 | 5.3 | -14.7 | 2.8
Cc1sc(-c2ccncc2)nc1OC(=O)c1ccc(F)cc1F | 11.6 | 0.8 | -30.0 | -5.6 | -2.7 | 7.8 | 5.6 | 2.2 | 0.1
CCOc1ccccc1C1c2cc3c(cc2OC(C)(N2CCCC2)C1C)OCO3 (stereo unspecified) | 7.0 | -4.0 | -5.7 | . | -8.4 | 4.7 | 8.7 | -12.6 | 0.9
Cc1ccc2c(c1)N(S(=O)(=O)c1ccc(CN3C(=O)c4cccnc4C3=O)cc1)CCO2 | -7.7 | -3.9 | -0.6 | -11.5 | -13.3 | 1.4 | -0.5 | -1.9 | -0.8
O=C(CSc1ccccc1C(=O)N1CCN(c2ccc([N+](=O)[O-])cc2)CC1)N1CCCC1 | 14.5 | -4.8 | 4.9 | -1.3 | 6.4 | -8.1 | 8.7 | 9.1 | -1.7
COc1ccc(C(=O)Nc2ccc(C(=O)N3CCCC3)cc2)cc1[N+](=O)[O-] | 3.5 | -0.1 | 2.5 | -7.0 | 2.2 | 11.8 | 11.7 | 2.8 | 0.6
Cc1cc(C(=O)NCc2cccc(Cl)c2)c2ccccc2n1 | 10.6 | -5.4 | -12.3 | -9.2 | -1.2 | 6.6 | 17.4 | 5.0 | 0.0
CC1CC(C)(C)CC2(C1)NC(=O)N(CC(=O)NCCc1ccc3c(c1)OCCO3)C2=O (stereo unspecified) | 12.1 | 1.6 | 1.8 | 0.0 | -10.0 | 0.6 | -4.5 | 0.7 | -2.2
CCCN1CCC(NC(=S)Nc2ccc(S(N)(=O)=O)cc2)CC1 | -23.8 | -1.7 | -6.0 | 4.4 | -8.9 | -5.4 | -4.5 | 4.9 | -1.4
COc1cc2[nH]c(=O)c(C(=O)NCCCN3CCOCC3)c(O)c2cc1OC | -31.4 | -1.2 | -5.7 | 4.2 | -0.1 | 1.5 | 5.0 | 0.2 | 0.4
COc1cccc(CNC(=O)CCNC(=O)Cn2ccc3ccccc3c2=O)c1 | 19.3 | 1.2 | -7.0 | 2.4 | -1.1 | 3.3 | -1.3 | -6.1 | 2.0
CCC(C)NC(=O)Cn1cc(S(=O)(=O)N2CCCC2)c(S(=O)(=O)N2CCCC2)c1 (stereo unspecified) | 12.4 | -8.1 | -2.9 | 38.6 | -3.7 | 1.5 | 15.0 | 14.2 | -1.7
Cc1ccsc1C(=O)NNC(=O)c1cccc(S(=O)(=O)N2CCCC2)c1 | 15.3 | -1.2 | -2.4 | 0.2 | 3.3 | -3.4 | 20.2 | -1.4 | -1.0
Cc1cc(C)nc(SCc2ccc(C(=O)N/N=C/c3ccco3)cc2)n1 | 24.1 | 1.3 | -3.4 | -8.6 | -0.9 | 2.7 | 0.8 | 9.1 | -1.1
O=C(Nc1ccc(S(=O)(=O)N2CCCC2)cc1)c1ccc(F)cc1 | . | . | 0.2 | 6.5 | -5.2 | . | . | 13.0 | .
Nc1nc2c(s1)CCc1c-2cnn1-c1ccccc1 | -88.2 | 0.9 | 2.1 | -56.2 | -8.4 | -119.7 | -164.7 | 21.9 | 5.1
COc1ccccc1NC(=S)N(CCCN1CCOCC1)Cc1cn(C)c2ccccc12 | 15.8 | -2.6 | -2.1 | 13.5 | 3.9 | -7.9 | -2.9 | 0.7 | -1.1
Cc1cc(C)n(-c2nc(SCCN(C)C)c3c4c(sc3n2)CCCC4)n1 | 92.2* | 10.0 | -7.6 | 1.4 | 1.8 | 3.2 | -34.4 | 19.1 | 2.9
CC(C)NC(=O)c1cccc(Br)c1 | 18.0 | -5.1 | -4.3 | 4.1 | -10.0 | 5.7 | 11.6 | -6.6 | 1.9
CSc1cccc(NC(=S)Nc2ccc(F)cc2)c1 | -12.7 | 3.2 | -3.6 | -11.7 | 10.7 | -60.5 | -81.4 | -10.1 | 2.0
CCN(CC)CC(=O)NC12CC3CC(CC(C3)C1)C2 | 0.2 | 0.0 | -4.2 | -11.2 | 4.1 | -0.4 | -27.9 | 1.7 | -0.2
Nc1nc2n(n1)C(c1cccc(Br)c1)CC(c1ccccc1)N2 (stereo unspecified) | 7.8 | 4.3 | -4.3 | 2.1 | 4.6 | -16.2 | -11.7 | 16.4 | -2.2
CCOc1cc(C(=O)Nc2ccc(S(=O)(=O)N3CCOCC3)cc2)cc(OCC)c1OCC | 23.8 | -3.2 | -3.8 | 5.7 | -1.1 | 15.4 | 5.7 | -16.2 | -0.5
COc1ccc(NC(=O)c2cccnc2NCCc2ccccc2)cc1 | 10.7 | 0.4 | -21.9 | 5.4 | -8.1 | -0.6 | -0.2 | -28.2 | 0.3
COc1ccccc1NC(=O)/C=C/C(=O)O | -19.1 | -2.2 | 5.0 | -18.3 | -0.5 | 5.3 | -4.6 | 13.4 | -0.8
CC(C)Cn1[nH]c2c3c(ccc2c1=O)C(=O)c1ccccc1C3=O | 19.9 | 8.6 | 1.7 | -0.6 | 15.1 | -9.1 | -1.8 | 20.4 | -1.1
CC(=O)OC[C@H]1O[C@@H](n2ccc(=O)[nH]c2=S)C(OC(C)=O)C1OC(C)=O (stereo partly specified) | -6.8 | -2.7 | -15.2 | 2.8 | -0.7 | -5.1 | 8.7 | -6.8 | 2.1
O=C(c1cc(F)c(F)cc1Cl)N1CCN(S(=O)(=O)c2cccs2)CC1 | -25.3 | 1.2 | -3.6 | -10.9 | -5.1 | 3.3 | 3.0 | 3.7 | -0.7
Cc1ccc(OCCCC(=O)Nc2cc(S(=O)(=O)N3CCOCC3)ccc2N2CCOCC2)cc1 | -20.5 | -1.7 | -10.3 | 4.2 | -1.2 | 6.4 | -8.4 | 7.1 | 2.1
O=C(Nc1cccc(NC(=O)c2cncc(Br)c2)c1)c1cncc(Br)c1 | 18.9 | 1.4 | -4.4 | 11.7 | -9.8 | -4.9 | 0.2 | -4.5 | -1.2

Single records, from the list above.
CSc1cccc(NC(=S)Nc2ccc(F)cc2)c1 as listed: Mdm2-MdmX inh: -12.7; XBP1 UPR activ: 3.2; EBI2 antag: -3.6; Gli-Sufu antag: -11.7; CXCR6 inh: 10.7; Jurkat NFkB inh: -60.5; 697 NFkB inh: -81.4; CCR6 antag: -10.1; CHOP UPR activ: 2.0
CCN(CC)CC(=O)NC12CC3CC(CC(C3)C1)C2 as listed: Mdm2-MdmX inh: 0.2; XBP1 UPR activ: 0.0; EBI2 antag: -4.2; Gli-Sufu antag: -11.2; CXCR6 inh: 4.1; Jurkat NFkB inh: -0.4; 697 NFkB inh: -27.9; CCR6 antag: 1.7; CHOP UPR activ: -0.2
